# High-throughput results: PubChem, Broad Institute
# NFkB SMM: NF-kappa-B p105 (human) binding; calls only; hit rate 1.3% among 17,000; Small molecule microarray, anti-His fluorescence binding; P19838;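 active means spot fluorescence over background significantly raised, with a chance value under 7% in all four replicate spots of the compound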;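 further: probe protein is his-tagged human p50 processed subunit at 1 µg/ml; raw spot fluorescence signals with no normalization applied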
# Target sequence (P19838 1-433 limits assumed): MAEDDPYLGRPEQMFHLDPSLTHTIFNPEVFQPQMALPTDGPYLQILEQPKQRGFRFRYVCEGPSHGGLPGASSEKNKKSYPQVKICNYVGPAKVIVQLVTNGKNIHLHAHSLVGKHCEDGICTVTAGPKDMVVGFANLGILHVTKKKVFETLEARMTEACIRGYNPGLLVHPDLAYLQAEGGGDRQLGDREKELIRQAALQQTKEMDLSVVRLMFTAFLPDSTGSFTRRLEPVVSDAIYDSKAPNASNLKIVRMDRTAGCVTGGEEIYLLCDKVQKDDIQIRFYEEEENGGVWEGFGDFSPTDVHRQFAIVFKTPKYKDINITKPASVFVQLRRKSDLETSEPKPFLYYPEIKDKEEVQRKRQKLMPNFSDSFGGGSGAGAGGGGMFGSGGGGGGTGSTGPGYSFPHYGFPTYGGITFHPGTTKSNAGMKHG
# Calls only; i = inactive. Some of the compounds tested; count on the stated rates, not on these rows.
C[C@H](CO)N1C[C@H](C)[C@H](CN(C)S(=O)(=O)c2cccs2)Oc2ncc(-c3cc4ccccc4o3)cc2C1=O
- NFkB SMM = i

COc1ccc(-c2cc(C(F)F)n3ncc(C(=O)N(C)Cc4cnn(C)c4C)c3n2)cc1
- NFkB SMM = i

C[C@@H]1CN([C@H](C)CO)C(=O)c2cc(NS(=O)(=O)c3ccccc3)ccc2O[C@H]1CN(C)C(=O)NC1CCCCC1
- NFkB SMM = i

CCc1ccccc1NC(=O)c1ccccc1S(=O)(=O)c1ccccc1[N+](=O)[O-]
- NFkB SMM = i

Cc1noc(C)c1S(=O)(=O)Nc1ccc2c(c1)CC(=O)N([C@H](C)CO)C[C@@H](C)[C@@H](CN(C)C(=O)NC(C)C)O2
- NFkB SMM = i

Cc1cc(C)c(NC(=O)CSc2nnc(-c3ccccc3Cl)n2C)c(C)c1
- NFkB SMM = i

C[C@@H]1CN([C@@H](C)CO)C(=O)Cc2cc(NC(=O)Cc3ccccc3)ccc2O[C@H]1CN(C)Cc1ccc(C(=O)O)cc1
- NFkB SMM = i

CCCNC(C)(C)COC(=O)c1ccccc1
- NFkB SMM = i

CCN(CC)CCNC(=O)c1ccc(NC(C)=O)cc1
- NFkB SMM = i

CO[C@@]1(c2ccc3c(c2)OCO3)OC[C@@H]2[C@@H](c3ccc4c(c3)OCO4)OC[C@@]21O
- NFkB SMM = i

CC(C)NC(=O)Nc1ccc2c(c1)C(=O)N([C@@H](C)CO)C[C@H](C)[C@H](CN(C)Cc1ccccc1)OCCCC[C@@H](C)O2
- NFkB SMM = i

COCCCNC(=O)[C@@]1(Cc2ccccc2)N=C(c2ccc(OCCCO)cc2)O[C@H]1c1ccccc1
- NFkB SMM = i

C[C@@H]1CN([C@@H](C)CO)C(=O)CCCn2cc(nn2)CO[C@@H]1CN(C)C(=O)c1ccccc1
- NFkB SMM = i

CC(C)NC(=O)Nc1ccc2c(c1)C(=O)N([C@H](C)CO)C[C@@H](C)[C@H](CN(C)C)OCCCC[C@@H](C)O2
- NFkB SMM = i

O=C(NCc1ccccn1)c1cc2cc(Br)ccc2oc1=O
- NFkB SMM = i

CCN(CC)c1nc(Oc2ccc(=O)[nH]n2)nc(N2CCOCC2)n1
- NFkB SMM = i

C[C@@H]1CN([C@H](C)CO)C(=O)Cc2cc(N(C)C)ccc2O[C@H]1CN(C)S(=O)(=O)c1cccs1
- NFkB SMM = i

CC(C)NC(=O)N(C)C[C@H]1OCCCC[C@@H](C)Oc2ccc(NC(=O)Nc3cccc4ccccc34)cc2C(=O)N([C@@H](C)CO)C[C@H]1C
- NFkB SMM = i

COc1ccccc1N(CC(=O)N1CCCCC1)S(C)(=O)=O
- NFkB SMM = i

CCOC(=O)c1c(NC(=O)Cn2nc(C)c([N+](=O)[O-])c2C)sc2c1CCCC2
- NFkB SMM = i

C[C@@H]1CN([C@H](C)CO)C(=O)Cc2cc(NC(=O)C3CC3)ccc2O[C@H]1CN(C)C(=O)Nc1cccc2ccccc12
- NFkB SMM = i

C[C@H]1CN([C@@H](C)CO)C(=O)CCCn2cc(nn2)CO[C@@H]1CN(C)S(=O)(=O)c1cccs1
- NFkB SMM = i

Cc1noc(C)c1NC(=O)Nc1ccc2c(c1)CC(=O)N([C@H](C)CO)C[C@H](C)[C@H](CN(C)C)O2
- NFkB SMM = i

C[C@@H]1CN([C@@H](C)CO)C(=O)c2cccc(NS(=O)(=O)c3ccc(Cl)cc3)c2O[C@@H]1CN(C)Cc1ccc(C(=O)O)cc1
- NFkB SMM = i

C[C@H]1CN([C@@H](C)CO)C(=O)Cc2cc(NC(=O)Cn3cnnn3)ccc2O[C@@H]1CN(C)C(=O)Nc1cccc2ccccc12
- NFkB SMM = i

CCCCC/C=C\C/C=C\C/C=C\C/C=C\CCCC(=O)OC(CO)CO
- NFkB SMM = i

COc1ccc(S(=O)(=O)N(C)C[C@H]2OCCCC[C@@H](C)Oc3ccc(NC(=O)Nc4cccc5ccccc45)cc3C(=O)N([C@@H](C)CO)C[C@@H]2C)cc1
- NFkB SMM = i

Cc1cc2nc3c(=O)[nH]c(=O)nc-3n(C)c2cc1C=O
- NFkB SMM = i

C[C@H]1CN([C@@H](C)CO)C(=O)c2cc(NC(=O)C3CC3)ccc2O[C@H]1CN(C)Cc1ccc(C(F)(F)F)cc1
- NFkB SMM = i

Cc1noc(C)c1S(=O)(=O)Nc1ccc2c(c1)C(=O)N([C@@H](C)CO)C[C@H](C)[C@H](CN(C)C)OCCCC[C@@H](C)O2
- NFkB SMM = i

COC(=O)C1=C2C(=O)c3c(O)cc(CO)cc3OC2C(O)C=C1 (configuration not stated)
- NFkB SMM = i

O=[N+]([O-])c1ccc(N2CCNCC2)cc1NCc1ccccn1
- NFkB SMM = i

C[C@H](O)c1nc2ccccc2c(=O)[nH]1
- NFkB SMM = i

CC(C)COC(=O)N(C)C[C@@H]1OCc2cnnn2CCCC(=O)N([C@H](C)CO)C[C@@H]1C
- NFkB SMM = i

CC(C)(C)C(=O)CSc1nnc(-c2ccncc2)n1-c1ccc(Br)cc1
- NFkB SMM = i

CC1=C(C(=O)Nc2ccccc2)C(c2ccccc2OCc2ccccc2)n2nnnc2N1 (configuration not stated)
- NFkB SMM = i

C[C@@H]1CCCCO[C@@H](CN(C)C)[C@@H](C)CN([C@@H](C)CO)C(=O)c2cc(NS(=O)(=O)c3cccs3)ccc2O1
- NFkB SMM = i

CNC[C@H]1Oc2c(NS(=O)(=O)c3ccc(Cl)cc3)cccc2C(=O)N([C@H](C)CO)C[C@H]1C
- NFkB SMM = i

C[C@@H]1CCCCO[C@@H](CN(C)S(=O)(=O)c2cn(C)cn2)[C@H](C)CN([C@@H](C)CO)C(=O)c2cc(NS(=O)(=O)c3cn(C)cn3)ccc2O1
- NFkB SMM = i

Cc1ccc(S(=O)(=O)Nc2ccc3c(c2)C(=O)N([C@H](C)CO)C[C@@H](C)[C@H](CN(C)S(=O)(=O)c2ccc(C)cc2)O3)cc1
- NFkB SMM = i

C=C(C(=O)O)[C@@H]1CC[C@@]2(C)C=CC(=O)[C@@H](CCC3(O)C(=O)C=C[C@]4(C)CC[C@@H](C(=C)C(=O)O)C[C@@H]34)[C@@H]2C1 (some centres not stated)
- NFkB SMM = i

COc1ccc(S(=O)(=O)N(C)C[C@H]2Oc3ccc(N(C)C)cc3CC(=O)N([C@H](C)CO)C[C@H]2C)cc1
- NFkB SMM = i

C[C@@H]1CCCCO[C@@H](CN(C)S(=O)(=O)c2ccc(Cl)cc2)[C@H](C)CN([C@@H](C)CO)C(=O)c2cc(NS(C)(=O)=O)ccc2O1
- NFkB SMM = i

C[C@@H]1CN([C@H](C)CO)C(=O)c2cc(NC(=O)CCC(F)(F)F)ccc2O[C@@H](C)CCCCO[C@@H]1CN(C)C
- NFkB SMM = i

COC(=O)c1cc(-c2ccccc2)sc1NC(=S)NCc1ccccn1
- NFkB SMM = i

CC(C)(C)OC(=O)CC[C@]12N=C(c3ccc(OCCCO)cc3)O[C@H]1c1ccccc1CN(CCS(=O)(=O)c1ccccc1)C2=O
- NFkB SMM = i

Cn1c(SCC(=O)Nc2ccc3ccccc3c2)nnc1-c1cc2ccccc2o1
- NFkB SMM = i

CC1(C)[C@H](O)CC[C@@]2(C)[C@@H]3CC[C@](C)(C(O)CO)CC3=CC[C@H]12 (some centres not stated)
- NFkB SMM = i

Cc1noc(C)c1NC(=O)Nc1ccc2c(c1)C(=O)N([C@H](C)CO)C[C@H](C)[C@H](CN(C)C(=O)C1CCCCC1)OCCCC[C@H](C)O2
- NFkB SMM = i

Cc1ccc(S(=O)(=O)N(C)C[C@H]2Oc3c(NS(=O)(=O)c4cn(C)cn4)cccc3C(=O)N([C@H](C)CO)C[C@H]2C)cc1
- NFkB SMM = i

C=C1CC(O)C2C(=C)C(=O)OC2C2C(=C)C(OC3OC(CO)C(O)C(OC(=O)/C=C/c4ccc(O)c(O)c4)C3O)CC12 (configuration not stated)
- NFkB SMM = i

C[C@H](CO)N1C[C@H](C)[C@@H](CN(C)Cc2ccc(Oc3ccccc3)cc2)Oc2c(NS(C)(=O)=O)cccc2C1=O
- NFkB SMM = i

C[C@@H]1CCCCO[C@H](CN(C)Cc2ccccc2)[C@@H](C)CN([C@H](C)CO)C(=O)c2cc(NC(=O)CCC(F)(F)F)ccc2O1
- NFkB SMM = i

C[C@@H]1CCCCO[C@@H](CN(C)C(=O)CCC(F)(F)F)[C@H](C)CN([C@@H](C)CO)C(=O)c2cc(NS(C)(=O)=O)ccc2O1
- NFkB SMM = i

Cc1noc(C)c1S(=O)(=O)Nc1ccc2c(c1)C(=O)N([C@H](C)CO)C[C@@H](C)[C@H](CN(C)CC1CCCCC1)OCCCC[C@H](C)O2
- NFkB SMM = i

Cn1cnnc1SC1CCCCC1NS(=O)(=O)c1ccccc1 (configuration not stated)
- NFkB SMM = i

COc1ccc(S(=O)(=O)Nc2ccc3c(c2)CC(=O)N([C@@H](C)CO)C[C@H](C)[C@@H](CN(C)C)O3)cc1
- NFkB SMM = i

C[C@H]1CN([C@@H](C)CO)C(=O)Cc2cc(NS(=O)(=O)c3ccccc3)ccc2O[C@@H]1CN(C)C(=O)Nc1ccc2c(c1)OCO2
- NFkB SMM = i

C[C@@H]1CN([C@H](C)CO)C(=O)c2cc(N(C)C)ccc2O[C@@H](C)CCCCO[C@H]1CN(C)S(=O)(=O)c1cccs1
- NFkB SMM = i

C[C@@H]1CN([C@@H](C)CO)C(=O)CCCn2nncc2CO[C@@H]1CN(C)Cc1ccc(C(F)(F)F)cc1
- NFkB SMM = i

# By substructure: the entries above containing bromine (2)
O=C(NCc1ccccn1)c1cc2cc(Br)ccc2oc1=O
- NFkB SMM = i

CC(C)(C)C(=O)CSc1nnc(-c2ccncc2)n1-c1ccc(Br)cc1
- NFkB SMM = i

# The list goes on:
C[C@@H]1CN([C@@H](C)CO)C(=O)c2cccc(NS(=O)(=O)c3cccs3)c2O[C@@H]1CN(C)Cc1ccc(-c2ccccc2)cc1
- NFkB SMM = i

C[C@@H]1CN([C@@H](C)CO)C(=O)CCCn2cc(nn2)CO[C@@H]1CN(C)C(=O)C1CCCCC1
- NFkB SMM = i

C[C@@H]1CN([C@H](C)CO)C(=O)Cc2cc(NC(=O)CCN3CCOCC3)ccc2O[C@@H]1CN(C)Cc1ccncc1
- NFkB SMM = i

C[C@@H]1CN([C@@H](C)CO)C(=O)c2cccc(NS(=O)(=O)c3cn(C)cn3)c2O[C@@H]1CN(C)S(=O)(=O)c1cn(C)cn1
- NFkB SMM = i

Cc1noc(C)c1S(=O)(=O)Nc1ccc2c(c1)C(=O)N([C@H](C)CO)C[C@@H](C)[C@@H](CN(C)C(=O)Nc1ccccc1)O2
- NFkB SMM = i

C[C@@H]1CN([C@@H](C)CO)C(=O)c2cc(NC(=O)CCC(F)(F)F)ccc2O[C@@H](C)CCCCO[C@@H]1CN(C)S(=O)(=O)c1ccccc1
- NFkB SMM = i

C[C@H](CO)N1C[C@H](C)[C@H](CN(C)C(=O)Nc2ccccc2)Oc2c(NC(=O)c3ccncc3)cccc2C1=O
- NFkB SMM = i

COc1cc([C@@H]2c3cc4c(cc3[C@H](O)[C@H]3COC(=O)[C@@H]23)OCO4)cc(OC)c1OC
- NFkB SMM = i

C[C@@H]1CCCCO[C@@H](CN(C)Cc2ccccc2)[C@H](C)CN([C@H](C)CO)C(=O)c2cc(NS(=O)(=O)c3ccccc3)ccc2O1
- NFkB SMM = i

C[C@H](CO)N1C[C@H](C)[C@H](CN(C)C)Oc2ccc(NC(=O)Nc3ccc(F)cc3)cc2CC1=O
- NFkB SMM = i

CNC[C@H]1Oc2ccc(NC(=O)Cc3ccccc3)cc2CC(=O)N([C@H](C)CO)C[C@@H]1C
- NFkB SMM = i

C[C@H]1C=C(C(=O)N2CCN(Cc3ccccc3)CC2)O[C@@H](OCc2ccc(CO)cc2)C1
- NFkB SMM = i

C[C@@H]1CN([C@H](C)CO)C(=O)c2cc(NC(=O)Nc3ccc(C(F)(F)F)cc3)ccc2O[C@H]1CN(C)C
- NFkB SMM = i

CCOc1cccc2c(C)nc(Nc3nc4c(c(=O)[nH]3)CCCC4)nc12
- NFkB SMM = i

C[C@H]1CN([C@@H](C)CO)C(=O)CCCn2cc(nn2)CO[C@H]1CN(C)S(=O)(=O)c1ccc(Oc2ccccc2)cc1
- NFkB SMM = i

Cn1c(SCC(=O)Nc2ccc(F)cc2)nnc1-c1ccc([N+](=O)[O-])cc1
- NFkB SMM = i

COc1ccc(CN(C)C[C@H]2Oc3c(NS(=O)(=O)c4ccc(Cl)cc4)cccc3C(=O)N([C@H](C)CO)C[C@H]2C)cc1
- NFkB SMM = i

CC(C)NS(=O)(=O)c1ccc(OCC(=O)N2CCOCC2)c(Cl)c1
- NFkB SMM = i

C=C(COC(=O)C(C)C)C1Oc2cc(C(C)=O)ccc2C1OC(=O)C(C)C (configuration not stated)
- NFkB SMM = i

C[C@@H]1CN([C@H](C)CO)C(=O)c2cc(NS(C)(=O)=O)ccc2O[C@@H](C)CCCCO[C@H]1CN(C)S(=O)(=O)c1cn(C)cn1
- NFkB SMM = i

Cc1noc(C)c1S(=O)(=O)Nc1ccc2c(c1)C(=O)N([C@@H](C)CO)C[C@@H](C)[C@H](CN(C)C(=O)Nc1ccc3c(c1)OCO3)O2
- NFkB SMM = i

Cc1noc(C)c1S(=O)(=O)Nc1ccc2c(c1)C(=O)N([C@@H](C)CO)C[C@H](C)[C@H](CN(C)C(=O)NC1CCCCC1)O2
- NFkB SMM = i

CC(C)=CCc1c(-c2ccc(O)cc2O)oc2c3c(cc(O)c2c1=O)OC(C)(C)C=C3
- NFkB SMM = i

NS(=O)(=O)c1cc2c(cc1Cl)NC(CC1CCCC1)NS2(=O)=O (configuration not stated)
- NFkB SMM = i

C[C@H](CO)N1C[C@H](C)[C@@H](CN(C)C(=O)NC2CCCCC2)Oc2ccc(NC(=O)Cn3cnnn3)cc2C1=O
- NFkB SMM = i

O=C(CS)NCCCCCCNC(=O)[C@H]1C[C@H]2C(=O)NCC(=O)N2[C@H]1c1cccc(OCCO)c1
- NFkB SMM = i

C[C@H]1CN([C@@H](C)CO)C(=O)Cc2cc(NC(=O)C3CC3)ccc2O[C@@H]1CN(C)C(=O)Nc1ccccc1
- NFkB SMM = i

C[C@H]1CN([C@@H](C)CO)C(=O)Cc2cc(NC(=O)NC3CCCCC3)ccc2O[C@H]1CN(C)Cc1ccc(Oc2ccccc2)cc1
- NFkB SMM = i
